Bioassay records: PubChem, several laboratories
aDG glyco act – increases alpha dystroglycan glycosylation; activation, % at 10 µM; 360,000 compounds, 0.22% hits; Pro5-aDG cells, alpha-DG glycosylation AlphaScreen (IIH6); 0% Pro5, 100% B10-LARGE cell signal;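 active means activation of at least 8% versus controls, or a plate z-score of at least 8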;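 further: Pro5 are CHO cells carrying HIG-tagged alpha-DG that lacks glycosylation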
TRPM1 prom inh – reduces MITF-dependent TRPM1 promoter luciferase signal | inhibition, % at 12.5 µM | 330,000 compounds, 0.83% hits | AID 488899 | SK-MEL-5 TRPM1 promoter luciferase, 24 h;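 active means mean inhibition across replicates of 60% or more, whatever share of single replicates reaches that level; inconclusive means some that reach 60%, reason not given; inactive means mean inhibition across replicates below 60%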; further: values of inactives mirror those of a sister screen read the other way
Vif inh – inhibitors of HIV Vif; HEK293T cells, Vif self-association by quenched fluorescence, imaging, 24 h; inhibition, % at 7.49 µM; 340,000 compounds, 0.35% hits; in the data active means inhibition above about 50%, passing the limit was not always enough; inconclusive means no clear call, values can overlap the other calls; inactive means below about 31%; further: some results filed as inactive read as strong as hits
Granule exo inh – blocks lytic granule exocytosis. TALL-104 LAMP-1 surface exposure, flow cytometry; cells stimulated with thapsigargin and PMA. inhibition, % at 10 µM. 360,000 compounds, 0.66% hits. AID 651702;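 active means inhibition above about 55%, limit read from the data; inconclusive means no clear call, values can overlap the other calls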
HIF-2a block – inhibitors of HIF-2a | 786-0 RCC cells HIF-2a reporter, luciferase luminescence, overnight | inhibition, % at 18.8 µM | 360,000 compounds, 0.72% hits;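 active means inhibition of the luminescence signal of 40% or more relative to plate controls, in a single-dose primary screen at 18.75 µM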
hiPSC survival – increases survival of single human iPS cells | hiPSC single-cell survival, ATPlite luminescence; 100% = ROCK inhibitor wells, 0% = DMSO | survival enhancement, % at 20 µM | 360,000 compounds, 0.044% hits | AID 602274; in the data active means survival enhancement above about 18%;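 further: cells exposed to compounds for 16 hours before the ATP read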
NR2E3 ag-1 – agonists of human nuclear receptor NR2E3; GST-NR2E3/biotin-RetCOR TR-FRET, 1536-well; inhibition of corepressor binding, % at 4.78 µM; 320,000 compounds, 0.12% hits; AID 2300;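 active means percent inhibition above the cutoff of mean plus 3 SD of all tested compounds, set per screening campaign, cut at about 20% in these data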;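 further: 0% = DMSO wells and 100% = biotin wells as full block of FRET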
Target sequence (Q9Y5X4 whole entry, looked up): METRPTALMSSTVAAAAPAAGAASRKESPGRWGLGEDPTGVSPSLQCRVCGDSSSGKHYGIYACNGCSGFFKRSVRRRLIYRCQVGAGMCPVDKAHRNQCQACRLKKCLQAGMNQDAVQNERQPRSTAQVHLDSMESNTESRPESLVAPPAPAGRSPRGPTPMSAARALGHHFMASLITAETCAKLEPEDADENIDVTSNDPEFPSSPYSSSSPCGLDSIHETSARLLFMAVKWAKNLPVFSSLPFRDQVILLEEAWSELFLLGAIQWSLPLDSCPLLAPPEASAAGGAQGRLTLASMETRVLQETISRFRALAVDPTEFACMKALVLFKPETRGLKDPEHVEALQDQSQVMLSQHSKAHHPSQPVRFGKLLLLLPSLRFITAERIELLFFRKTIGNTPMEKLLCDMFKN
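System: GST-tagged NR2E3 plus biotinylated RetCOR corepressor; Amount: 1.35 nM GST-tagged NR2E3 final; Dosing: single nominal compound dose of 4.8 µM; Schedule: 5 h incubation at 4 °C; Technique: TR-FRET with europium anti-GST and streptavidin-D2, 340 nm excitation; Controls: biotin wells as high control, 0.6% DMSO wells as low control.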
CaV13 FRET inh – Primary screen for inhibitors of IQ motif and Ca2+-dependent inactivation inhibitor domain binding in CACNA1D, Förster resonance energy transfer in living cells, … | HEK cells, CFP/YFP FRET ICDI-IQ, plate reader, 10 min; percent FRET-ratio fall versus neutral wells | inhibition, % at 12.3 µM | 340,000 compounds, 0.098% hits | AID 743397;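 active means mean replicate inhibition of at least 30% and at least 1% of replicates passing that level; inconclusive means only one of the two criteria is met; inactive means neither criterion is met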;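 further: 0% = median of the neutral control wells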
PDI turbidity – blocks human protein disulfide isomerase activity; AID 588391; PDI insulin aggregation turbidity, A650, 90 min; 350,000 compounds, 0.052% hits; inhibition, % at 10 µM; P07237;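 active means mean inhibition across replicates of 30% or more, whatever share of single replicates reach that level; inconclusive means mean inhibition below 30% while every single replicate reaches 30%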;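 further: absorbance from insulin aggregation driven by PDI reduction with DTT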
Target sequence (P07237 whole entry, looked up): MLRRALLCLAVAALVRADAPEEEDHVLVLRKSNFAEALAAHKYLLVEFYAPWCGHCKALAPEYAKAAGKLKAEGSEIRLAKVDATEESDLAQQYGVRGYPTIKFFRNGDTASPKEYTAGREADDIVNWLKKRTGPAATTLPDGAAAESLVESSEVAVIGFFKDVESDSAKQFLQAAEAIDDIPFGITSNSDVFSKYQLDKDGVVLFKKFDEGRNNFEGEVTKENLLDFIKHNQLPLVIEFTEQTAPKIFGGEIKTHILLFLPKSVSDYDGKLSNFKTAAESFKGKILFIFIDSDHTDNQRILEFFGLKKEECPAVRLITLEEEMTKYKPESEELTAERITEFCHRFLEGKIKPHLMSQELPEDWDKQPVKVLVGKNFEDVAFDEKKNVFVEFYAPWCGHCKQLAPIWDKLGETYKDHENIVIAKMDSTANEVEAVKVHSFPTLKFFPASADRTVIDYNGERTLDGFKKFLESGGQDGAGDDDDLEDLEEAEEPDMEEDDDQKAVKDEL
NR2E3 ag-2 – activates human NR2E3 receptor | CHO-S Gal4-NCOR/VP16-NR2E3 two-hybrid, luciferase | inhibition of corepressor binding, % at 3.98 µM | 360,000 compounds, 0.35% hits | AID 602229;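 active means inhibition above the mean of all tested compounds plus 3 SD, cut at about 70% in these data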;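 further: 0% = DMSO with NR2E3 transfected cells and 100% = cells lacking NR2E3 construct; higher means lower luciferase signal from less NR2E3 corepressor binding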
Peg3 promoter – Peg3 promoter activity inhibition; HeLa PEG-Prom luciferase reporter, luminescence, overnight; inhibition, % at 20 µM; 360,000 compounds, 1.7% hits; AID 588405;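 active means inhibition of at least 50% at 20 µM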
Numbers without * were called inactive; ? = inconclusive; · = not tested or not shown.

Compound	aDG glyco act	TRPM1 prom inh	Vif inh	Granule exo inh	HIF-2a block	hiPSC survival	NR2E3 ag-1	CaV13 FRET inh	PDI turbidity	NR2E3 ag-2	Peg3 promoter
CC(C)NC(=O)NC(=O)COC(=O)/C=C/c1ccc2c(c1)OCO2	0.1	-1	7	18	-17	0.8	2	-6	0	-4	1
Cc1cc([N+](=O)[O-])ccc1NC(=O)CSc1nnc(C)n1C	0.1	-12	4	4	3	0.4	6	3	-3	-4	1
COc1cc(/C=N/NC(=O)c2cc(-c3ccccc3)nc3ccccc23)cc(OC)c1O	-0.1	-5	-3	1	12	0.2	-3	0	0	-31	23
COC(CNC(=O)C(=O)NCC1OCCN1S(=O)(=O)c1ccccc1)OC (configuration not stated)	-0.2	-2	0	-2	8	0.7	2	·	-3	-7	-5
Cc1ccc(S(=O)(=O)NCC2CCC(C(=O)N3CCOCC3)CC2)cc1 (configuration not stated)	-0.1	-14	9	-4	5	-0.4	-2	-4	2	9	26
COc1ccccc1-n1cnnc1SCC(=O)NCc1cccs1	-0.2	-2	-10	-5	7	-1.0	1	-5	0	-17	-3
COc1ccc(S(=O)(=O)N(C(=O)c2ccco2)c2cc3sc(=O)oc3c3ccccc23)cc1	7.6*	24	-6	83*	-12	-1.6	-6	-14	-2	-2	19
O=C1NC(=S)NC1=Cc1ccc2c(c1)CCC2	0.0	-21	5	4	-49	-2.4	·	-5	-4	-20	-61
COc1ccc(-c2nn(-c3ccccc3)cc2C(=O)N(C)CC(=O)Nc2ccc(N3CCOCC3)cc2)cc1	-0.3	-6	-2	0	2	-0.4	-2	-5	-2	-15	8
Cc1cc(C(=O)OCC(=O)Nc2cc(S(=O)(=O)N(C)C)ccc2C)c2ccccc2n1	-0.1	6	-4	-2	7	-0.9	-4	0	-4	-17	22
CSc1ccccc1NC(=O)C1CC(c2ccccc2O)=NO1 (configuration not stated)	-0.2	14	15	-2	-95	0.4	-2	-5	9	-48	-44
O=C(NCCN1CCCCC1)c1ccco1	-0.2	1	13	-5	21	-2.4	3	-2	-7	-18	-4
CCCc1sc(N2CCCC(C(N)=O)C2)nc1-c1ccccc1 (configuration not stated)	0.2	7	-2	3	22	6.0	2	-4	-7	-7	-5
COc1ccc(NC(=O)CN2CCN(S(=O)(=O)c3ccc(F)cc3)CC2)cc1Cl	0.8	-2	3	1	3	0.1	2	-1	-1	-4	-10
O=C(Nc1nc2ccccc2[nH]1)c1ccc(F)cc1	0.1	-8	-11	-1	-87	-4.8	0	-7	2	-143	-51
COc1ccc(CCNC(=O)C2CC(c3ccc(C(F)(F)F)cc3)=NO2)cc1 (configuration not stated)	0.1	-3	13	8	0	-1.0	3	-6	-12	34	5
Cc1cccc(NC(=O)c2cc(-c3ccccn3)nc3ccccc23)c1C	0.9	5	-7	4	3	-0.3	4	-6	-10	13	31
COc1cccc(/C(O)=C2/C(=O)C(=O)N(Cc3ccco3)C2c2ccncc2)c1 (configuration not stated)	0.0	1	·	0	2	-1.4	3	·	9	-17	11
COc1ccccc1CNC(=O)COC(=O)/C=C/c1ccc(OC(F)F)c(OC)c1	0.0	8	-5	5	7	0.6	-4	·	-1	-4	-2
CCCCn1c(N)c(N(CC(C)C)C(=O)C2CCC2)c(=O)[nH]c1=O	-0.2	-5	3	1	13	-2.7	-2	-3	-2	3	0
Cc1cccc(C(=O)N[C@H](C(=O)NCCc2ccc(Cl)cc2)C(C)C)c1	-0.1	4	3	52	11	-0.7	2	-4	0	0	17
CCCS(=O)(=O)N1CCn2c(nc3ccccc32)C1	-0.1	-10	-3	-11	-22	-1.8	-2	-3	·	-22	-5
O=C(O)CN1C(=O)C2(OCCO2)c2cc(Br)ccc21	0.0	2	?	-1	17	0.1	-1	-21	-14	-7	5
CCN(CC)c1ccc(Nc2nc(N3CCOCC3)c3ccccc3n2)cc1	-0.3	-1	-7	0	11	0.3	1	-4	4	72*	15
CN(C)c1ccc(NC(=O)c2ccc3nc[nH]c3c2)cc1	0.1	-67	4	-10	-191	-0.6	-11	-20	-7	-79	-193
Cc1cc(C)cc(OCC(=O)NNC(=O)C2CCCO2)c1 (configuration not stated)	0.3	0	7	-3	6	0.8	-1	-26	-1	-31	11
NC(=O)C1CCN(C(=O)COc2ccc3c(c2)oc(=O)c2ccccc23)CC1	0.0	-9	-7	10	-48	-2.6	1	·	·	-14	-24
O=c1[nH]c2cc3c(cc2cc1CN(Cc1ccco1)C(=S)NCCCN1CCOCC1)OCCO3	-0.1	15	-1	-2	16	-1.3	6	-6	9	2	9
COc1cccc(C(O)c2nc(-c3ccc(N(C)C)cc3)cs2)c1 (configuration not stated)	0.0	·	-32	-1	-204	-0.6	·	-11	0	-15	-211
N#Cc1ccc(-c2ccccc2)nc1SCC(=O)c1cc2ccccc2oc1=O	-0.1	-14	4	3	-74	-0.3	1	-4	-1	-38	-45

Marked active in aDG glyco act (from the list above):
canonical_smiles	aDG glyco act	TRPM1 prom inh	Vif inh	Granule exo inh	HIF-2a block	NR2E3 ag-1	CaV13 FRET inh	PDI turbidity	NR2E3 ag-2	Peg3 promoter
COc1ccc(S(=O)(=O)N(C(=O)c2ccco2)c2cc3sc(=O)oc3c3ccccc23)cc1	7.6*	24	-6	83*	-12	-6	-14	-2	-2	19

The list goes on.
Compound	aDG glyco act	TRPM1 prom inh	Vif inh	Granule exo inh	HIF-2a block	hiPSC survival	NR2E3 ag-1	CaV13 FRET inh	PDI turbidity	NR2E3 ag-2	Peg3 promoter
COc1ccc(Br)cc1CN(C)CC(=O)Nc1cc(Cl)cc(Cl)c1	0.5	3	-9	5	21	3.2	0	-4	-4	-12	21
CCOc1ccc(NC(=S)N(CCOC)C(C)c2ccco2)cc1 (configuration not stated)	0.0	-18	-2	-3	10	0.5	-1	0	-18	5	-1
CCCCOc1ccc(C(=O)Nc2ccc(N3CCN(C(C)=O)CC3)cc2)cc1	0.4	3	-24	-9	3	-1.1	1	-3	-6	2	-1
CCC(CC)c1nnc(NC(=O)c2cc([N+](=O)[O-])ccc2N2CCCCC2)s1	-0.4	0	0	0	8	1.4	-1	-3	-19	-3	24
Cc1ccc(F)c(S(=O)(=O)NC(=O)C2(C)CCN2C(=O)c2cccc3ccccc23)c1 (configuration not stated)	0.2	·	·	-4	11	-0.3	·	-7	0	-8	-18
COc1cc(OC)c(OC)cc1/C=N/NC(=S)NCC1CCCO1 (configuration not stated)	0.2	1	-10	-1	13	-1.8	-4	-4	-4	-7	25
CCc1cccc(NC(=O)CN(C)C2=NS(=O)(=O)c3ccccc32)c1	0.7	-1	28	-3	4	0.2	4	-2	0	-12	5
CCn1c(SCC(=O)Nc2cc(NC(C)=O)ccc2OC)nnc1-c1cccnc1	0.1	-1	-3	-3	-14	0.6	2	·	-1	-14	5
Cc1ccc(-c2c(NCCc3ccccc3)c(=O)c2=O)cc1	0.1	14	-4	12	-9	0.2	4	-2	-12	-14	1
O=[N+]([O-])c1ccc(N2CCN(C(=S)c3cccc([N+](=O)[O-])c3)CC2)cc1	0.6	10	-16	0	7	-0.4	2	-4	-3	-2	13
Cc1ccc(-n2ncc3c(SCc4ccccc4)ncnc32)cc1	0.0	-40	7	3	-200	0.2	1	-5	-9	-159	-357
O=C(Nc1ncn[nH]1)c1ccc([N+](=O)[O-])cc1[N+](=O)[O-]	-0.1	11	13	-4	4	-2.6	3	-4	1	-26	20
CC(C)NC(=O)C1(C)CCN1Cc1ccc(-c2ccccc2)cc1 (configuration not stated)	0.5	·	-5	3	6	-3.5	·	-5	11	-4	18
CC1(C(=O)NS(=O)(=O)c2ccccc2)CCN1C(=O)CC1CCCCC1 (configuration not stated)	-0.3	·	-6	-7	7	0.0	·	-6	4	-6	1
Nc1ccc(OCCCc2c(N)nc(N)nc2N)cc1	-0.2	3	-9	10	9	-0.5	3	-19	2	15	16
CNc1nc(-c2ccccc2)nc(-c2ccccc2)c1C#N	-0.1	5	-13	0	7	3.3	0	·	-5	-11	-2
Cc1ccc(NC(=O)c2cc(=O)[nH]c3ccc(S(=O)(=O)N4CCOCC4)cc23)cc1	-0.1	-8	-12	-1	5	-0.5	3	-2	-6	-9	-6
Cc1ccc(/C=N/NC(=O)c2nnn(-c3nonc3N)c2CSc2ccccc2)s1	0.2	-3	26	0	-4	-0.3	1	-3	-1	9	28
CN(C)S(=O)(=O)c1ccc(C(=O)OCn2nnc3ccccc3c2=O)cc1	-0.1	·	0	1	4	-0.5	1	-1	·	5	-13
Cc1ccc(S(=O)(=O)N(C)c2ccc(C(=O)NCc3ccccc3F)cc2)cc1	0.5	10	10	26	0	-0.6	10	-6	11	-2	15
CSc1ccc(/C=C(\NC(=O)c2ccc(C)cc2)C(=O)NN)cc1	-0.2	·	-2	-2	21	-0.3	-1	-22	13	-19	8
Cc1ccc(C)n1CCN1CCN(C(=O)CC#N)CC1	-0.2	1	1	-3	9	0.2	3	-6	-4	-11	-4
O=C(c1ccccc1)N1CCN(CC(O)COc2ccc(Br)cc2)CC1 (configuration not stated)	0.0	10	3	2	18	0.2	3	-23	-3	3	20
COc1cc(CC(=O)OCC(=O)Nc2cccc([N+](=O)[O-])c2)cc(OC)c1OC	-0.2	-3	3	-1	15	-2.1	-2	-3	-2	-13	3
Cc1ccc[n+](CC(=O)Nc2nc3ccccc3s2)c1	0.4	10	-4	-6	-9	-0.5	-2	4	0	-11	-12
Cc1c(C(=O)OC2CCCC2)[nH]c2c1C(=O)CC(c1ccco1)C2 (configuration not stated)	-0.1	25	4	8	-47	-3.3	1	-2	·	32	-26
CN(C)c1ccc(/C=C(\NC(=O)c2ccccc2)C(=O)N/N=C/c2ccc(C(=O)O)cc2)cc1	-0.2	4	20	3	6	-0.4	1	-3	-2	-28	3
O=C(Nc1ccc(N2CCCC2)cc1)C(Cl)c1ccccc1 (configuration not stated)	0.0	-2	·	-2	-109	-1.9	-6	·	-12	-30	-77
Cn1c(Cc2cccs2)nnc1SCC(=O)Nc1ccc(F)cc1F	0.1	-1	·	3	-24	-0.4	0	-6	5	5	-28
CN(Cc1cnn(C)c1)C(=O)C1CCC(=O)N(Cc2ccc(Cl)cc2)C1 (configuration not stated)	-0.1	3	2	-2	8	-0.6	0	-6	-4	-6	12
Cc1ccc(C(=O)Cn2c(C)cc(C)c(C#N)c2=O)cc1	0.2	2	1	0	3	1.8	1	0	0	7	7
COc1ccc(OC)c(C(C(=O)NC2CCCCC2)N(C(=O)c2ccccn2)c2cccnc2)c1 (configuration not stated)	0.0	-5	-2	-1	8	-0.8	2	-4	-6	-5	0
